TSG101-PTAP inh: blocks PTAP/TSG101 interaction to inhibit HIV-1 budding; Fluorescence polarization, FITC-PTAP peptide / Tsg101 binding; Potency, µM (highest dose often 115 µM), without a hit: at the top dose activity change, negative = inhibition, most hits filed as inhibitors; 340,000 tested, under 10 active; AID 493005; active means well fitted inhibition curve with a large enough effect in the main read-out, with a control signal flat, not every such curve was filed as active; inconclusive means small, poorly fitted or top-dose-only effect, or effect the other way, or a change in a side signal; inactive means no such curve, though single readings can be large or run the other way; further: potency means the concentration at half of the fitted maximal effect; % of control where 0% means no effect
Target sequence (Q99816 whole entry, looked up): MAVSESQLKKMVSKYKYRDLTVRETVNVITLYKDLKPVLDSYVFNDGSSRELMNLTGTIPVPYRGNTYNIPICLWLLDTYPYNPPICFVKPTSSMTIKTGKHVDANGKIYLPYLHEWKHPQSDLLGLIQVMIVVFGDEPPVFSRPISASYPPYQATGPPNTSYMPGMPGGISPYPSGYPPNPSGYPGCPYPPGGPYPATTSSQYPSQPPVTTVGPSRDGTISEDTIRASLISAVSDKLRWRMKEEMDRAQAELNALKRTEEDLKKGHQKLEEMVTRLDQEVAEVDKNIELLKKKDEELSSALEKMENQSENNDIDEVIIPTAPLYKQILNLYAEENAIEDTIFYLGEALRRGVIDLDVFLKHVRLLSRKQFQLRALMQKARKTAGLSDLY
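Tsg101 binding domain (10 uM final) was mixed with compound and a FITC-labeled PTAP peptide (50 nM final) in HEPES pH 7.5 buffer with NaCl, Tween 20, EDTA and TCEP; fluorescence polarization was read after 20 min at r.t.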
BCR signal inh: blocks chronic active B-cell receptor signaling. ABC-DLBCL IkBa-CBG/CBR reporter, luminescence ratio, 4 h. Potency, µM (series often up to 46.1 µM), inactives show at the top dose ratio change, negative = lower green/red ratio, most hits filed as inhibitors. 340,000 compounds, 0.05% hits. AID 493014; active means well fitted inhibition curve with a large enough effect in the signal ratio, with a control signal flat, not every such curve was filed as active; inconclusive means small, poorly fitted or top-dose-only effect, or effect the other way, or a change in a side signal; the % refers to the signal ratio;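 further: potency means the concentration at half of the fitted maximal effect; plate controls were basal doxycycline-induced cells for no effect and cells given 10 µM MG132 for full effect; MG132 reads +100%, hits lower the ratio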
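Concentration-response series (up to 46 uM) were applied to TMD8 dual-reporter cells for 4 h at 37C with doxycycline. Green/red ratio, after filter-overlap correction, defined %Activity; red signal alone was normalised to basal cells and zero luminescence.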
ELG1 DNA repair: ELG1-dependent DNA repair inhibition; HEK293T ELG1-luciferase reporter, luminescence, 16 h; DNA damage induced by 5-fluorouridine; Potency, µM (titrated, usually from 46.1 µM), for the others: top-dose activity change, negative = inhibition, hits mostly inhibitors; 330,000 compounds, 2.3% hits; AID 504467; further: potency means the concentration at half of the fitted maximal effect; on the % scale 0 is the no-effect control and ±100 the full control effect; nearly all actives have a fitted effect of over 55% in size
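Overnight (16 hr) co-exposure of 2,000 cells/well to 5-fluorouridine and compound at 37 °C preceded detection. Luciferase was quantified via ONE-Glo luminescence; loss of signal denotes inhibition.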
Eya2 phos inh: inhibitors of human Eya2 phosphatase activity; O00167; recombinant Eya2, OMFP fluorescence dephosphorylation (OMFP is methylfluorescein phosphate); Potency, µM (series often up to 76.9 µM), inactives show top-dose activity, negative = inhibition, usual class: inhibitors; 330,000 compounds, 0.006% hits; AID 488837; further: potency means the concentration at half of the fitted maximal effect; on the % scale 0 is the no-effect control and ±100 the full control effect
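Eya2 (0.2 uM) preincubated 10 min at ambient with compound, then OMFP substrate added at 50 uM; 10 min reaction in 50 mM HEPES pH 7.5, 50 mM NaCl, 5 uM MgCl2, 0.05% BSA, 1 mM DTT. Fluorescence read at Ex 485/Em 525 nm.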
B2AR arrestin: beta2AR (human) beta-arrestin recruitment activity | beta-arrestin recruitment to beta2AR, cell-based reporter | Potency, µM (doses to about 46.1 µM), for inactives: at the top dose activation, usual class: activators | 330,000 compounds, 0.02% hits | AID 492947;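 further: potency means the concentration at half of the fitted maximal effect; 0% = DMSO controls and full agonism = EC100 isoproterenol or metaproterenol; nearly all actives have a fitted effect of over 65% in size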
Tb PFK inh: inhibitors of T. brucei phosphofructokinase. O15648. T. brucei PFK, ADP-Glo luminescence. Potency, µM (highest dose often 57.5 µM), inactives show top-dose activity, negative = inhibition, usual class: inhibitors. 330,000 compounds, 0.17% hits;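 further: potency means the concentration at half of the fitted maximal effect; 0% = uninhibited 1x PFK enzyme wells and -100% = no-enzyme wells; nearly all actives have a fitted effect of over 60% in size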
Target sequence (O15648 whole entry, looked up): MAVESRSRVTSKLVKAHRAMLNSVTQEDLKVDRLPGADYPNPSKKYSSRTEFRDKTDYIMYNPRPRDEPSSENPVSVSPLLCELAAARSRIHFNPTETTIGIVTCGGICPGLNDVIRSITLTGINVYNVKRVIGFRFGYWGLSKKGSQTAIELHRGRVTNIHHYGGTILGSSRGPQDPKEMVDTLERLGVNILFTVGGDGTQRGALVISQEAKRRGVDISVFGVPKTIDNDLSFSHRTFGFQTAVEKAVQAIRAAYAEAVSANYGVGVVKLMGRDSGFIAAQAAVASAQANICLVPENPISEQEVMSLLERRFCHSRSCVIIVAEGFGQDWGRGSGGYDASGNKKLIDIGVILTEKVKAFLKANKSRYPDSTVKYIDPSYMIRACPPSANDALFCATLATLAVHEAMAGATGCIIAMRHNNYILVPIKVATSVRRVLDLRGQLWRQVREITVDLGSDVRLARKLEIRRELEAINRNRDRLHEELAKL
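In TEA buffer at pH 8.0 with 5 mM MgCl2, enzyme (1.25 nM) converted F6P (0.5 mM) and ATP (0.1 mM) for 45 min at room temperature. ADP product was read by luciferase luminescence.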
TCR activator: activates T cell receptor signaling; primary human leukocytes, anti-CD3, IL-2 HTRF, 48 h; Potency, µM (top dose mostly 9.22 µM), inactives show at the highest dose activation of IL-2 secretion, actives largely listed as activators; 330,000 tested, under 10 active; AID 504894; further: % of control where 0% means no effect
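Using a-CD3 beads without co-stimulation, primary human leukocytes were exposed to compounds for 48 hr. An HTRF IL-2 kit measured the cytokine, with europium-to-d2 energy transfer producing emission at 665nm upon 320nm excitation.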
uPA surface inh: cell surface uPA generation inhibition | cell surface uPA generation assay, qHTS | Potency, µM (series often up to 38.3 µM), inactives show top-dose activity change, negative = inhibition, most hits filed as inhibitors | 330,000 compounds, 0.31% hits; active means well fitted inhibition curve with a large enough effect; inconclusive means small, poorly fitted or top-dose-only effect; inactive means no such curve, though single readings can be large or run the other way; tested in mouse RAW 264.7 cells; further: potency means the concentration at half of the fitted maximal effect; on the % scale 0 is the no-effect control and ±100 the full control effect; nearly all actives have a fitted effect of over 55% in size
USP2a block: USP2a (human) protease inhibition; O75604; USP2 core, Ub-CHOP2 coupled fluorogenic reporter, 485/531; Potency, µM (doses to about 38.3 µM), for the others: at the highest dose activity change, negative = inhibition, hits mostly inhibitors; 330,000 compounds, 0.01% hits; AID 463254;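 further: potency means the concentration at half of the fitted maximal effect; plate controls were DMSO wells for no effect and full inhibition by NEM control for full effect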
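Deubiquitinase activity read as fluorescence (485/531 nm) after Ub-CHOP2 cleavage activates the enterokinase reporter on its substrate; USP2 core 10nM, Ub-CHOP2 and substrate 25nM each, 30min compound preincubation then 60min RT; data normalized to NEM, curves fitted.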
Mito fusion yeast: blocks mitochondrial division or promotes mitochondrial fusion; 320,000 compounds, 0.23% hits; Potency, µM (top dose mostly 46.1 µM), inactives show top-dose growth rescue (activation), actives largely listed as activators; S. cerevisiae fusion-defective mutant growth rescue, CellTiterGlo 48 h;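 further: potency means the concentration at half of the fitted maximal effect; % of control where 0% means no effect; nearly all actives have a fitted effect of over 45% in size; temperature-sensitive fusion mutants such as fzo1-1 at 37 °C on non-fermentable ethanol glycerol medium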
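Temperature-sensitive fusion-defective S. cerevisiae (e.g. fzo1-1, mgm1-5) were grown with compound in YPEG medium (3% ethanol, 3% glycerol) for 48 hours at 37C. Growth rescue was measured as viability by CellTiterGlo luminescence after 10 minutes at ambient.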
TSHR antagonist: blocks TSH signaling through the human TSH receptor; TSHR-expressing cells, TSH-stimulated cAMP HTRF, 2 h; hits give low values; 330,000 compounds, 0.2% hits; P16473; activity change, negative = inhibition, % at 11.5 µM;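 active means activity change below a set negative limit, meaning inhibition stronger than a set level, cut at about -70% in these data; inconclusive means activity change between two set negative limits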; further: on the % scale 0 is the no-effect control and ±100 the full control effect
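Competitive HTRF cAMP read-out (cryptate anti-cAMP antibody, cAMP-d2; 30 min, room temperature) in freshly harvested TSHR cells. Compounds added before TSH at EC80 (4nM final), followed by 2 hours' incubation at 37 deg C.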
An asterisk follows results filed as active; ? = inconclusive; / = not tested or not shown; & = joins results of further samples; [ ] = another dose, or the depositor's remark. Unless noted, the call rests on the fitted dose curve; in most records, active means well fitted curve in the direction sought with a large enough effect; inconclusive means small, poorly fitted or top-dose-only effect, or another doubt; inactive means no such curve, though single readings can be large; an effect the other way counts as inactive or inconclusive.

smiles | TSG101-PTAP inh | BCR signal inh | ELG1 DNA repair | Eya2 phos inh | B2AR arrestin | Tb PFK inh | TCR activator | uPA surface inh | USP2a block | Mito fusion yeast | TSHR antagonist
CC(N=c1ccccn1C(=O)Nc1ccc(Cl)cc1)c1ccco1 (stereo unspecified) | 4.2% | -10.1% | 27.1% | 0.0% | -0.7% | 0.1% | 1.7% | -2.4% | 0.6% | -2.2% | -3.5
CC(NC(=O)c1ccccc1OC(F)F)c1ccc(-n2ccnc2)cc1 (stereo unspecified) | 0.1% | -13.8% | -2.9% | -17.8% | -0.3% | -4.7% | -0.2% | 11.6% | 0.1% | 0.0% | -19.1
Cc1ccc(S(=O)(=O)N2CCOCC2)cc1C(=O)Nc1ccccc1F | / | -5.6% | 0.4% | 13.1% | 0.5% | -8.4% | 0.4% | 15.7% | -1.6% | 2.4% | 1.8
c1ccc(CCNc2nc3ccccc3s2)cc1 | 0.7% | ? | ? | 8.2% | 0.0% | 2.6% | 0.7% | / | 2.8% | 8.4% | -11.1
O=C(CSc1ccc(-c2ccc(F)cc2)nn1)Nc1ccc2c(c1)OCCO2 | 1.3% | ? | ? | 5.1% | -0.5% | 12.0% | -1.4%[46.1 µM] | 1.9% | 3.8% | 18.9% | -1.3
COc1ccc(NC(=O)Cc2ccsc2)cc1S(=O)(=O)N1CCOCC1 | -4.9% | -1.1% | 4.6% | -16.2% | -0.1% | -0.1% | -3.8% | -3.8% | 6.2% | -0.2% | -9.6
O=[N+]([O-])c1ccc(N/N=C/c2cn(Cc3ccc(F)cc3)c3ccccc23)nc1 | 7.2% | 2.7% | -5.2% | 3.3% | -0.7% | 8.0% | -0.3%[46.1 µM] | -1.9% | 4.6% | -0.6% | 19.4
CN(C)S(=O)(=O)c1ccc(C(=O)Nc2nc(-c3cc4ccccc4o3)cs2)cc1 | -4.3% | 5.6% | 15.8% | -7.5% | -0.9% | 8.3% | 11.0%[46.1 µM] | -14.2% | 2.8% | -3.5% | ?
COc1ccc(C2CC(=O)NC(=O)C2)cc1 | -3.2% | -3.8% | 3.2% | -2.2% | -1.1% | -18.6% | 2.5% | 0.2% | 1.6% | -9.1% | 9.5
Cc1ccc(C)c(/C=N/NC(=S)NCCc2ccccc2)c1 | -2.2% | ? | -2.6% | 14.5% | 0.3% | -2.4% | 5.0% | 6.8% | 3.3% | -2.4% | -13.3
O=C(CN1CCN(c2ccccc2O)CC1)NC(c1ccccc1)c1ccccc1 | -0.2% | ? | ? | -2.0% | 0.0% | 7.9% | 6.9%[46.1 µM] | 6.4% | 3.0% | -0.3% | 1.3
CCOC(=O)Cc1csc(NC(=O)Nc2ccc(F)cc2)n1 | 1.4% | ? | 7.3µM* | -3.4% | 0.3% | 0.8% | -31.5% | 13.1% | -0.5% | 1.1% | -9.1
O=C(CCc1ccccc1)NC(=S)NCc1ccco1 | -5.1% | 13.4% | 6.0% | -13.1% | -0.3% | 2.9% | -1.0% | 1.5% | 0.5% | -2.9% | -9.7
Cc1cc(N2CCN(C)CC2)nc2ccc(NC(=S)N3CCN(c4ccc(Cl)cc4)CC3)cc12 | -8.0% | ? | -13.2% | 2.3% | -1.0% | -21.3% | 4.7% | 5.8% | 4.2% | -6.0% | 9.3
C[C@H](NS(=O)(=O)c1c(Cl)cccc1Cl)C(=O)NNC(=O)COc1ccccc1F | -1.1% | ? | 18.3% | -13.6% | -0.1% | -2.8% | 3.9% | 10.9% | 1.8% | / | /

Later entries
smiles | TSG101-PTAP inh | BCR signal inh | ELG1 DNA repair | Eya2 phos inh | B2AR arrestin | Tb PFK inh | TCR activator | uPA surface inh | USP2a block | Mito fusion yeast | TSHR antagonist
O=S(=O)(c1ccccc1C(F)(F)F)N1CCOCC1 | -2.8% | 3.2% | 7.3% | -23.6% | -0.1% | -3.9% | -4.0% | -0.7% | 2.9% | 2.7% | 3.5
CCOc1ccc(S(=O)(=O)NCc2ccc3c(c2)OCO3)cc1NC(C)=O | -5.9% | -0.1% | 0.9% | 8.7% | -0.7% | 0.2% | -4.0% | ? | 3.0% | 1.7% | -0.3
O=C(CCNC(=O)c1ccco1)Nc1ccc(Cl)cc1 | 2.2% | -2.0% | ? | 3.2% | 0.2% | -1.0% | 8.5% | -1.2% | 0.2% | 2.1% | -0.7
Cc1ccccc1S(=O)(=O)Cc1ccc(C(=O)NCCN2CCCCC2C)o1 (stereo unspecified) | -8.7% | ? | 1.8% | 11.4% | -0.6% | -2.5% | -1.8% | -6.5% | 1.7% | 10.4% | 14.4
Cc1cccn2c(=O)c3cc(S(=O)(=O)c4ccc(F)cc4)c(=N)n(Cc4ccco4)c3nc12 | 0.5% | -9.1% | ? | 18.1% | -0.1% | 2.2% | -5.3% | -16.4% | 4.1% | 2.5% | -2.0
CCOC(=O)CNC(=O)N1CCCC(C(=O)c2cccc(Cl)c2)C1 (stereo unspecified) | -6.8% | 0.9% | 10.3% | 4.7% | -0.9% | -2.4% | 0.4% | -16.0% | 5.2% | -10.5% | 2.2
CCN1CCCC1CNC(=O)c1ccc2c(c1)N(Cc1cccc(Cl)c1)C(=O)c1ccccc1S2(=O)=O (stereo unspecified) | -5.7% | ? | 19.2% | 2.2% | 6.8% | 1.6% | 1.8% | -27.3% | 0.8% | 2.3% | 5.2
O=C(O)c1ccc(N2C(=O)CC(SC(=NCc3ccc4c(c3)OCO4)Nc3ccccc3)C2=O)cc1 (stereo unspecified) | -3.6% | -2.5% | -0.3% | -2.1% | -0.4% | -4.2% | -9.7% | 5.2% | -1.0% | 4.2% | -9.9
CCOc1ccc(C2NC(=O)c3n[nH]c(C)c32)cc1 (stereo unspecified) | -2.0% | -3.3% | 13.5% | 4.6% | -0.1% | 4.8% | -13.9% | 7.9% | 0.6% | -0.5% | -7.9
CC1(C)CC(=O)C2=C(C1)N(CC1CCCO1)C(=O)C2(O)C(F)(F)F (stereo unspecified) | -3.3% | ? | 3.9% | -4.5% | 0.3% | -4.4% | 3.2% | / | 1.2% | -0.2% | 0.7
COC(=O)c1ccc2[nH]c(CO)c(-c3ccccc3)c2c1 | -8.3% | ? | ? | 4.2% | -0.9% | 6.3% | -2.3% | -10.2% | 0.9% | 1.3% | 11.9
O=C(Nc1ccc(F)cc1)NC1(C(=O)NCc2ccco2)CCCCC1 | 0.1% | 3.7% | 0.9% | 1.4% | -0.2% | -0.6% | -1.3% | 1.4% | 3.6% | -0.4% | -9.5
C#CCOC(=O)c1ccc(-n2cncn2)nc1 | -2.2% | ? | -3.2% | -7.2% | 0.4% | -0.2% | -2.5% | -0.5% | -6.6% | 0.3% | 7.5
N#CCc1nc(CSc2nc3ccccc3s2)cs1 | -4.5% | ? | ? | 21.3% | 0.0% | -1.8% | 1.7% | -0.7% | 0.4% | 6.6% | 12.9
CC12CC(NC(=O)N1c1cccc(C(=O)NCc3ccccc3)c1)c1ccccc1O2 (stereo unspecified) | / | -0.3% | ? | -10.5% | -1.2% | 1.0% | / | / | 3.4% | -0.8% | -29.7
Cc1cccc(CS(=O)(=O)Cc2ccc(C(=O)NC(C)c3ccccc3)o2)c1 (stereo unspecified) | -4.1% | 0.2%&-0.8% | -6.1% | -2.9% | 0.3% | 1.9% | 0.8% | 2.3% | 0.1% | 5.1% | -0.9
Cc1ccc(S(=O)(=O)CCN2CCN(c3ccccn3)CC2)cc1 | -1.2% | -21.9% | 3.4% | -2.6% | 3.5% | 0.3% | 1.4% | -4.9% | 1.0% | -5.5% | 6.2
Cc1cccc(C(=O)OCc2cc(=O)oc3c(C)c(C)ccc23)c1O | 1.6% | -17.5% | 9.5% | -2.5% | 0.0% | 0.0% | 0.8% | 5.7% | 0.2% | 2.1% | 5.6

From PubChem
